HKDC1 inhibitor = inhibitors of human hexokinase HKDC1; Q2TB90; recombinant HKDC1, G6PDH/diaphorase resazurin coupled fluorescence; inhibition, % at 20 µM; 340,000 compounds, 0.16% hits;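 active = inhibition above about 35% when tested at 20 µM, limit read from the data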;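 also: plate controls were DMSO wells with enzyme for no effect and DMSO wells lacking enzyme for full effect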
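Assay system: recombinant HKDC1 hexokinase; detection: coupled resazurin fluorescence, excitation 525 nm, emission 613 nm; benchmarks: DMSO-plus-enzyme-mix negative control, buffer-substituted positive control; compound dosing: single 20 µM dose; schedule: 90 min at room temperature in dark; also added: glucose plus 1 mM ATP as hexokinase substrates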
PfG6PD inh = PfG6PD (Plasmodium falciparum) enzyme inhibition | inhibition, % at 20 µM | PfGluPho enzyme, NADPH resazurin-diaphorase fluorescence | 350,000 compounds, 0.78% hits;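 active = inhibition reaching at least a set limit at 20 µM in the primary screen, cut at about 59% in these data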;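 also: 0% = DMSO wells with substrate and 100% = DMSO wells lacking glucose-6-phosphate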
SENP8 block-1 = blocks the human protease SENP8; inhibition, % at 10 µM; purified SENP8, Z-RLRGG-aminoluciferin cleavage, luminescence; AID 2540; Q96LD8; 330,000 compounds, 1.2% hits; in the data active = inhibition above about 50%
SENP7 inh = SENP7 protease inhibition | 330,000 compounds, 1.5% hits | inhibition, % at 5 µM | recombinant SENP7, Z-RLRGG-aminoluciferin luminescence, 40 min | AID 434973;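 active = inhibition above about 50% at the single test dose, limit read from the data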;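 also: plate controls were DMSO with enzyme for no effect and no enzyme buffer wells for full effect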
SENP1 inh = blocks the human SENP1 SUMO protease catalytic domain; 360,000 compounds, 0.21% hits; Q9P0U3; inhibition, % at 10 µM; recombinant SENP1 catalytic domain, CyPet-SUMO1-YPet FRET cleavage;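 active = inhibition at least 30% at 10 µM, raw YFP signal under a set limit, fluorescence ratio 0.5 to 1.5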;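 also: 0% = enzyme with DMSO and 100% = no enzyme wells; some results filed as inactive read as strong as hits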
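Compound: 10 µM single point, 0.5% DMSO; Test system: hSENP1 catalytic domain, recombinant; Timing: 50 min reaction at room temperature; Technique: FRET, CFP and YFP emission; Control set: no-enzyme wells low, DMSO-plus-enzyme wells high control.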
Apaf1 inhib = inhibitors of human Apaf-1 apoptosome | reconstituted apoptosome caspase-3 activity, DEVD-Rh110 fluorescence | inhibition, % at 20 µM | 330,000 compounds, 0.71% hits; active = inhibition of at least 40% at 20 µM;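 also: plate controls were DMSO wells for no effect and DEVD-CHO caspase inhibitor wells for full effect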
Target sequence (O14727 whole entry, looked up): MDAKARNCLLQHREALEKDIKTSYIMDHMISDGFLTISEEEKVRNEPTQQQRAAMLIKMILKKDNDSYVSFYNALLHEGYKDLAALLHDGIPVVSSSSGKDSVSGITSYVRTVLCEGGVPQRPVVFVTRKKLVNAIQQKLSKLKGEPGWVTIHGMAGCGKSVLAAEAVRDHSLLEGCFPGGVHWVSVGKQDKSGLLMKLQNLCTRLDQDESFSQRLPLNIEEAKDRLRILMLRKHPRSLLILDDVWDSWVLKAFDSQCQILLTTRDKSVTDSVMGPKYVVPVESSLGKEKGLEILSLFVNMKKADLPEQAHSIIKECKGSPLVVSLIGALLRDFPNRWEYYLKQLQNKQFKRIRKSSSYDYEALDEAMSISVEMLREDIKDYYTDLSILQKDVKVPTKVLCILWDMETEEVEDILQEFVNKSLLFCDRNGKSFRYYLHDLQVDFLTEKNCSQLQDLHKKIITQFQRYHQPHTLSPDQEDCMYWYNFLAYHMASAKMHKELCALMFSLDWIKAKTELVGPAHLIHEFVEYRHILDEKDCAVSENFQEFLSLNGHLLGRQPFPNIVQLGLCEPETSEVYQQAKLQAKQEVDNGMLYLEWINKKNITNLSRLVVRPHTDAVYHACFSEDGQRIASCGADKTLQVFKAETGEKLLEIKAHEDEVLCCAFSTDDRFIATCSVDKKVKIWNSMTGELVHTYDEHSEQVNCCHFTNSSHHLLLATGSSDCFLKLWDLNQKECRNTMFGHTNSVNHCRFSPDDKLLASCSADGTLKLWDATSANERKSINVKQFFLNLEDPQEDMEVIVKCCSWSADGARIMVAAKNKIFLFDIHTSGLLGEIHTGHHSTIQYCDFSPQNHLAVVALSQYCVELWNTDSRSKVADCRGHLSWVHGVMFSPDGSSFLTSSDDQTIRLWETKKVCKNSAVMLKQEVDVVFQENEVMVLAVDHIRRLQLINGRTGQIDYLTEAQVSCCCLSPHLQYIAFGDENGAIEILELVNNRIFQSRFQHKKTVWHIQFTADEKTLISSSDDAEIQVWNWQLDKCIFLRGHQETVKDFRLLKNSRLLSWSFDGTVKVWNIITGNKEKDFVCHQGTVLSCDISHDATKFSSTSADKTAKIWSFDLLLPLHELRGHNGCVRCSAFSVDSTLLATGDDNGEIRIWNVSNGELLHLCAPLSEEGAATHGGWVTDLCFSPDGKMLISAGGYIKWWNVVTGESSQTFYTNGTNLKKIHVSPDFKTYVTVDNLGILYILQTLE
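Material: reconstituted apoptosome with Apaf-1, cytochrome c, caspase-9, procaspase-3, dATP; medium: pH 7.5 Hepes buffer with CHAPS, BSA, DTT; also added: cytochrome c and DEVD-Rh110 substrate; timing: 30 min plus 50 min, RT; signal: Rh110 fluorescence intensity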
SENP6 block = blocks the human protease SENP6 | AID 2599 | 330,000 compounds, 1.8% hits | inhibition, % at 10 µM | Recombinant SENP6 catalytic domain, aminoluciferin luminescence | Q9GZR1;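 active = inhibition above about 50% at the single tested dose, limit read from the data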;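 also: plate controls were DMSO wells with enzyme for no effect and DMSO wells lacking enzyme for full effect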
SENP8 block-2 = SENP8 (human) protease inhibition; AID 602440; recombinant SENP8, Nedd8 substrate fluorescence; 360,000 compounds, 0.64% hits; inhibition, % at 20 µM; in the data active = inhibition mostly above about 40%, no sharp cut-off; inactive = mostly below about 27%
NALP3 yeast inh = inhibitors of NALP3 inflammasome in yeast; Yeast reconstituted NLRP3/ASC/caspase-1, beta-gal luminescence, 24 h; inhibition, % at 10 µM; 330,000 compounds, 0.39% hits; AID 2825;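 active = inhibition of 50% or more; inactive = inhibition below 50%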;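 also: plate controls were induced DMSO wells for no effect and uninduced yeast grown without galactose for full effect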
Starred values were filed as active, the others as inactive; . = not tested or not shown. The order is random; any-hit rate near 4.1%.

SMILES	HKDC1 inhibitor	PfG6PD inh	SENP8 block-1	SENP7 inh	SENP1 inh	Apaf1 inhib	SENP6 block	SENP8 block-2	NALP3 yeast inh
N#Cc1cn(CC(=O)N2CCCc3ccccc32)c2ccccc12	2	31	-4	-3	-5	21	-18	-26	5
CCOc1ccc(-c2nnn(CC(=O)N3CCCC(C)C3)n2)cc1 (stereo not given)	2	1	4	4	0	-10	8	7	12
CCc1ccc(NC(=O)Cn2c(=O)n(CCC(=O)NC3CCN(Cc4ccccc4)CC3)c(=O)c3ccccc32)cc1	-7	-22	-2	-2	1	-5	-15	24	8
COc1ccc(NS(=O)(=O)c2ccc(C)c(C(=O)N(C)CCc3ccc(OC)c(OC)c3)c2)cc1	-5	2	4	1	-2	0	-10	18	5
CC[N+]1(C)CC2CCC(C)(C1)C2(C)C (stereo not given)	-5	-2	.	.	1	.	.	5	.
Cc1nn(Cc2ccc(Cl)cc2Cl)c(C)c1NC(=O)Cn1nc([N+](=O)[O-])c(Cl)c1C	-3	-4	-2	6	0	5	-2	54*	-2
Cc1c(C(=O)O/N=C(\N)c2ccccn2)cccc1[N+](=O)[O-]	-4	13	78*	85*	3	3	79*	6	21
COC(=O)CCc1ccc(OCC(O)CNC(C)C)cc1 (stereo not given)	-6	-6	-3	-8	0	-2	-3	0	11
CCN(CC)C(=O)COC(=O)c1cc(-c2ccco2)nc2ccccc12	5	31	.	.	15	.	.	-381	.
Nn1cnnc1N/N=C/c1cccc(Cl)c1Cl	-4	32	-12	-3	3	3	-7	26	1
Cc1cccc(-c2nc(NCCCN3CCOCC3)c3ccccc3n2)c1	2	19	-14	2	-5	5	12	-106	23
O=C1c2cccc3cccc(c23)C(=O)C1(O)O	12	38	9	-3	2	-4	17	52*	-7
Cc1cccc(NC(=S)NC(=O)c2ccco2)n1	-9	12	-15	-1	0	6	-18	16	7
Cc1c(C(=O)Nc2ccccc2N2CCN(C)CC2)oc2ccc(F)cc12	0	32	18	-3	0	14	-16	-38	46
NS(=O)(=O)c1ccc(NC(=S)NNC(=O)CCC(=O)Nc2ccccc2Cl)cc1	5	-2	-3	-2	-7	-8	2	-3	5
CN(c1ccc(OCC(=O)OCC(=O)Nc2cccc([N+](=O)[O-])c2)cc1)S(=O)(=O)c1ccc(F)cc1	2	8	2	-1	-1	-6	-1	13	-17
Cc1cc(C(=O)C(=O)N(C)C)c(C)n1-c1ccc([N+](=O)[O-])cc1	3	-21	1	7	2	7	13	10	8
COc1ccccc1/C=C/C(C)=O	8	9	-4	1	2	-3	-5	-77	9
COC(=O)c1cc(=O)nc2sc3ccccc3n12	-1	-25	1	5	-1	-8	-15	-36	18
Nc1nc2ccccc2n1C(=O)CCc1ccccc1	-5	-3	-25	11	2	0	-6	14	7
CCN(CC)CCNC(=S)Nc1ccc(F)cc1	0	4	0	-6	3	-12	-7	13	23
CC(=O)NC(Cc1ccccc1)C(=O)NC1CCN(C(=O)NC2CCCCC2)CC1 (stereo not given)	-10	-2	0	5	0	-12	-14	24	-4
Cc1cc(Oc2ccccc2)nc(-c2ccccc2O)n1	-9	-7	4	2	0	13	-6	13	21
CCN(CC(=O)NCc1cccs1)C(=O)/C=C/c1ccc(Cl)c(Cl)c1	-3	-2	-3	2	2	7	-6	4	18
CCN(CC)C(=O)CSc1nnc(-c2ccccn2)n1-c1ccc(C)c(C)c1	-1	0	3	1	1	3	-7	11	8

(further entries)
SMILES	HKDC1 inhibitor	PfG6PD inh	SENP8 block-1	SENP7 inh	SENP1 inh	Apaf1 inhib	SENP6 block	SENP8 block-2	NALP3 yeast inh
Cc1c(Cl)c([N+](=O)[O-])nn1CCCC(=O)Nc1c(C)n(C)n(-c2ccccc2)c1=O	-10	8	-3	8	0	-2	-18	9	1
COC(=O)/C(C#N)=C/c1c(N2CCCCCC2)nc2c(C)cccn2c1=O	-5	-11	-13	-9	-16	20	-36	27	11
O=S1(=O)CCOC[C@H](CC2CCCCC2)N1Cc1ccccc1Br	-1	10	6	-3	2	21	0	12	20
CC(Oc1cccc(Cl)c1)C(=O)Nc1ccccc1C(=O)N1CCCCC1 (stereo not given)	-8	8	-2	13	1	16	-3	-6	17
CCN(CC)C(=O)CSc1nnc(-c2cccnc2)n1Cc1ccccc1	-7	17	-4	-4	1	4	-10	19	-1
CN1C(=O)NC(c2ccc([N+](=O)[O-])cc2)C2=C1CC(C)(C)CC2=O (stereo not given)	1	-5	-8	-3	2	-1	6	12	15
Cc1cc(Cl)n2c(nc3cc(F)c(F)cc32)c1C#N	34	5	.	.	-32	.	.	-436	.
CCOC(=O)NS(=O)(=O)c1ccc(CCNC(=O)c2cc(C)on2)cc1	1	-4	4	1	-1	-3	4	14	23
O=C(C1CCN(S(=O)(=O)c2ccc(Br)s2)CC1)N1CCCCC1	-2	-13	-4	-9	2	9	-15	4	17
c1ccc2nc3c(nc2c1)CCCC3	-2	5	13	7	2	-5	-10	5	7
CC(OC(=O)CNC(=O)c1ccco1)C(=O)Nc1ccc(Cl)cn1 (stereo not given)	-7	1	-5	-2	5	-4	-2	5	9
Cc1ccc(Sc2c(C)nn(C(=O)c3cccc(S(=O)(=O)N4CCOCC4)c3)c2C)cc1	8	14	1	-2	0	3	3	7	1
Cc1ccccc1-c1nc(CN2CCN(C(=O)c3ccco3)CC2)c(C)o1	1	-2	4	0	-9	4	3	-12	-5
COc1cc2c(cc1C1C(C#N)=C(N)OC3=C1C(=O)CC(C)(C)C3)OCO2 (stereo not given)	-11	-4	3	1	0	11	3	10	3
Oc1ccccc1/C=N/n1cnn(Cc2ccccc2Cl)c1=S	2	39	11	0	-5	-3	13	18	-6
Cc1cnn(-c2cc(N/N=C/c3ccccc3Cl)ncn2)c1	-1	-7	-10	-3	-1	2	-8	15	9
Cc1cc(C)cc(Oc2ccc(S(=O)(=O)N3CCN(C)CC3)cn2)c1	-3	-3	-1	0	0	-3	0	13	15
O=C(CN1CCN(Cc2ccccc2)CC1)Nc1ccccc1	-6	-9	-8	-10	2	-5	-38	18	11
O=C(CCC(=O)c1ccc(F)cc1)NCc1ccccc1C(F)(F)F	2	19	2	0	-4	5	-11	-2	16
CC(C)(C)c1ccc(CCC2OCC(C[N+]3(C)CCOCC3)O2)cc1 (stereo not given)	-3	0	1	-1	0	1	-15	-4	21
Cc1ccccc1NC(=O)Cc1nnc(SCC(=O)N2CCN(c3ccccc3)CC2)n1C	-8	-15	-8	-2	4	11	-12	21	-6
O=C(Nc1nc(-c2ccc(Cl)s2)cs1)c1cccs1	1	9	32	-3	-34	7	6	-72	12
O=C1C2C(c3ccccc3)C=CC(c3ccccc3)C2C(=O)N1c1ccncc1 (stereo not given)	-1	-5	5	2	7	19	1	23	19
CC1(C)CC(NCCN2CCN(C3=CC(=C(C#N)C#N)CC(C)(C)C3)CC2)=CC(=C(C#N)C#N)C1	2	-14	-3	-2	-10	5	-11	-46	24
Cc1ccccc1N=C(NOCc1ccccc1)c1nonc1N	-2	15	-1	4	1	21	-5	24	12

2 entries from above, with two lines to a compound.
The line under a structure holds: HKDC1 inhibitor, PfG6PD inh, SENP8 block-1, SENP7 inh, SENP1 inh, Apaf1 inhib, SENP6 block, SENP8 block-2, NALP3 yeast inh
CCN(CC)C(=O)CSc1nnc(-c2cccnc2)n1Cc1ccccc1
→ -7, 17, -4, -4, 1, 4, -10, 19, -1
O=C1C2C(c3ccccc3)C=CC(c3ccccc3)C2C(=O)N1c1ccncc1 (stereo not given)
→ -1, -5, 5, 2, 7, 19, 1, 23, 19

Entries of single compounds, quoted from the list.
Cc1nn(Cc2ccc(Cl)cc2Cl)c(C)c1NC(=O)Cn1nc([N+](=O)[O-])c(Cl)c1C is listed with HKDC1 inhibitor: -3; PfG6PD inh: -4; SENP8 block-1: -2; SENP7 inh: 6; SENP1 inh: 0; Apaf1 inhib: 5; SENP6 block: -2; SENP8 block-2: 54*; NALP3 yeast inh: -2
CCOc1ccc(-c2nnn(CC(=O)N3CCCC(C)C3)n2)cc1 (stereo not given) is listed with HKDC1 inhibitor: 2; PfG6PD inh: 1; SENP8 block-1: 4; SENP7 inh: 4; SENP1 inh: 0; Apaf1 inhib: -10; SENP6 block: 8; SENP8 block-2: 7; NALP3 yeast inh: 12
NS(=O)(=O)c1ccc(NC(=S)NNC(=O)CCC(=O)Nc2ccccc2Cl)cc1 is listed with HKDC1 inhibitor: 5; PfG6PD inh: -2; SENP8 block-1: -3; SENP7 inh: -2; SENP1 inh: -7; Apaf1 inhib: -8; SENP6 block: 2; SENP8 block-2: -3; NALP3 yeast inh: 5

Carrying on.
SMILES	HKDC1 inhibitor	PfG6PD inh	SENP8 block-1	SENP7 inh	SENP1 inh	Apaf1 inhib	SENP6 block	SENP8 block-2	NALP3 yeast inh
Cc1cccc(NC(=O)CNC(=O)COC(=O)c2ccc(C(C)(C)C)cc2)c1C	6	3	-4	4	0	21	-4	13	15
CCOC(=O)C(=O)NC(C)CCc1ccccc1 (stereo not given)	7	3	-7	3	-3	-3	-1	12	22
O=C(Nc1cccc(Cl)c1)Nc1cc(S(=O)(=O)N2CCCCC2)ccc1Cl	-2	13	-3	-6	1	5	-18	20	24
CCc1ccccc1NC(=O)N1CCc2ccccc2C1	-5	8	8	3	0	3	7	6	21
O=C(c1ccccc1)C(Nc1cccc([N+](=O)[O-])c1)c1ccccc1 (stereo not given)	5	15	.	.	1	.	.	26	.
Cn1c(CO)c(-c2ccccc2)c2cc([N+](=O)[O-])ccc21	1	-5	-7	8	5	11	-3	7	16
CCOC(=O)C1=C(COc2ccc(C)cc2)NC(=O)NC1c1cc(C)ccc1C (stereo not given)	-2	-3	-14	-7	0	11	1	1	-14
CN(CC(=O)Nc1ccc(F)cc1)C(=O)c1ccccc1OCc1ccc(F)cc1	-4	9	-4	-8	2	17	0	6	13
CCOc1ccc(CCNC(=O)c2cccc(S(=O)(=O)N3CCOCC3)c2)cc1OCC	-6	-10	-2	9	4	7	-22	6	16

Not a retest: three of the compounds above.
SMILES	HKDC1 inhibitor	PfG6PD inh	SENP8 block-1	SENP7 inh	SENP1 inh	Apaf1 inhib	SENP6 block	SENP8 block-2	NALP3 yeast inh
CCOC(=O)C1=C(COc2ccc(C)cc2)NC(=O)NC1c1cc(C)ccc1C (stereo not given)	-2	-3	-14	-7	0	11	1	1	-14
CN(CC(=O)Nc1ccc(F)cc1)C(=O)c1ccccc1OCc1ccc(F)cc1	-4	9	-4	-8	2	17	0	6	13
CCOc1ccc(CCNC(=O)c2cccc(S(=O)(=O)N3CCOCC3)c2)cc1OCC	-6	-10	-2	9	4	7	-22	6	16
